hgDAF12 agonist = H. glycines DAF-12 receptor agonists, primary screen, cell-based, luminescence, HEK293, GAL4 fusion, UAS-luciferase; AID 687014, 2013; activation, % at 6.8 µM; 370,000 tested, 1.8% active; HEK293 GAL4-hgDAF12 UAS-luciferase reporter, agonist luminescence; normalized to butyrate control; Nuclear hormone receptor DAF-12 (Heterodera glycines), GAL4 fusion;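 active = activation above a cutoff set at the mean of all screened compounds plus 3 SD, cut at about 10% in these data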;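 note: 0% = DMSO wells and 100% = sodium butyrate wells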
HGIII-sPLA2 inh = human group III sPLA2 inhibitors, primary screen, biochemical, QFRET, BODIPY PC-A2 liposome substrate. AID 743126, 2013. 370,000 tested, 0.56% active. QFRET BODIPY PC-A2 liposome hydrolysis, fluorescence. inhibition, % at 12.2 µM. Group 3 secretory phospholipase A2 (Homo sapiens), Q9NZ20;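 active = inhibition above mean plus 3 SD of compounds lying within the high and low control bounds, cut at about 19% in these data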;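 note: 0% = median of test compound wells and 100% = no enzyme DMSO wells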
DAX1 inh-1 = DAX1 (NR0B1) inhibitors on StAR promoter, primary screen, cell-based, luminescence, SF-1 (NR5A1), full-length DAX-1; HEK293T StAR-luciferase reporter, SF-1/DAX-1 repression relief; inhibition, % at 6.8 µM; 370,000 tested, 1.1% active; AID 652010, 2013;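 active = inhibition above the mean over all tested compounds plus 3 SD, cut at about 3.6% in these data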;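 note: 0% = DAX-1 cells with DMSO and 100% = cells lacking DAX-1 with DMSO; higher inhibition means more luminescence from relief of DAX-1 repression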
PLC-gamma1 inh = PLC-gamma1 enzyme inhibitors, primary screen, biochemical, fluorescence, purified enzyme. inhibition, % at 12.2 µM. 370,000 tested, 0.84% active. 1-phosphatidylinositol 4,5-bisphosphate phosphodiesterase gamma-1 (Homo sapiens), P19174. fluorogenic substrate; in the data active = inhibition above about 9.5%
ADAM10 inh = human ADAM10 inhibitors, primary screen, biochemical, QFRET, HTS; recombinant ADAM10, EDANS/DABCYL FRET peptide cleavage, 3 h; 370,000 tested, 0.62% active; inhibition, % at 7 µM;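 active = inhibition above a per-campaign cutoff equal to the mean of compounds falling between control-based bounds plus 3 SD, cut at about 20% in these data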;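 note: 0% = DMSO wells while the 100% control is not disclosed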
ssDAF12 agonist = S. stercoralis DAF-12 nuclear receptor activators, primary screen, cell-based, luminescence, HEK293, GRIP1 co-expression, lit1-tk-luc | Nuclear hormone receptor DAF-12 (Strongyloides stercoralis) | activation, % at 6.8 µM | 370,000 tested, 1% active | HEK293 ssDAF-12/GRIP1 lit1-tk-luc reporter; % of 3 µM dafachronic acid response | AID 652126, 2013;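 active = activation above the mean over all tested compounds plus 3 SD, cut at about 0.9% in these data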;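 note: 0% = DMSO-only wells and 100% = 3 µM delta7-dafachronic acid wells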
PLCb3 inh = human PLC-beta3 inhibitors, primary screen, biochemical, fluorescence; Purified PLC-beta3, fluorogenic substrate; 1-phosphatidylinositol 4,5-bisphosphate phosphodiesterase beta-3 (Homo sapiens), Q01970; 370,000 tested, 0.18% active; inhibition, % at 12.2 µM; AID 720704, 2013; in the data active = inhibition above about 11%;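 note: 0% = median of compound wells on plate and 100% = full blocker control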
DAX1 inh-2 = DAX1 (NR0B1) inhibitors, primary screen, cell-based, HEK293, Gal4-DAX1, luciferase luminescence; Nuclear receptor subfamily 0 group B member 1 (Homo sapiens), P51843; HEK293 Gal4-DAX1 luciferase reporter; inhibition, % at 6.75 µM; 340,000 tested, 0.99% active; AID 504766, 2011;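 active = inhibition above the mean over all tested compounds plus 3 SD, cut at about 4.2% in these data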;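 note: 0% = DAX1-transfected cells with DMSO and 100% = empty-vector control cells with DMSO; inhibition shows as a rise in luminescence from relieved DAX1 repression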
Target sequence (P51843 207-470 limits assumed): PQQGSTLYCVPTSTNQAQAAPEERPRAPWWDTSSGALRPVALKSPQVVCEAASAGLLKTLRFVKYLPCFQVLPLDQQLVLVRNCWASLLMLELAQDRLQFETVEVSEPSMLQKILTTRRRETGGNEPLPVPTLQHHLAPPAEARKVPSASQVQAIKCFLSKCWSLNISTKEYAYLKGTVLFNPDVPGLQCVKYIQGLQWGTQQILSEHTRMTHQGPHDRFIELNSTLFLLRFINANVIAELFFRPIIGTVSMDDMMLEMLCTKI
hcDAF12 agonist = H. contortus DAF-12 nuclear receptor activators, primary screen, cell-based, luminescence, HEK293, lit1-tk-luc reporter | HEK293 hcDAF-12 lit1-tk-luc reporter; 0% DMSO, 100% Δ7-dafachronic acid | 370,000 tested, 1.4% active | activation, % at 6.8 µM | AID 652067, 2013;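 active = activation above the mean of all tested compounds plus 3 SD, cut at about 5.5% in these data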;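 note: 100% = response to 3 µM Δ7-dafachronic acid high control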
FXN GAA850 act = FXN promoter activators, primary screen, cell-based, luciferase luminescence, HEK293 lucGAA850 | HEK293 lucGAA850 FXN promoter luciferase reporter, 24 h; percent of 10 µM SAHA response | activation, % at 6 µM | 360,000 tested, 0.56% active;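 active = activation above the average of all compounds screened plus 3 SD, cutoff fixed separately per campaign, cut at about 7.5% in these data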;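 note: 0% = DMSO wells and 100% = 10 µM SAHA wells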
ADAM17 inh = ADAM17 inhibitors, primary screen, biochemical, QFRET | recombinant ADAM17, EDANS/DABCYL FRET peptide cleavage | inhibition, % at 6.95 µM | 370,000 tested, 0.83% active;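 active = inhibition above the mean of compounds lying between control limits plus 3 SD, set per campaign, cut at about 8.5% in these data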;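 note: 0% = DMSO-only wells as the low control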
Target sequence (P78536 215-824 limits assumed): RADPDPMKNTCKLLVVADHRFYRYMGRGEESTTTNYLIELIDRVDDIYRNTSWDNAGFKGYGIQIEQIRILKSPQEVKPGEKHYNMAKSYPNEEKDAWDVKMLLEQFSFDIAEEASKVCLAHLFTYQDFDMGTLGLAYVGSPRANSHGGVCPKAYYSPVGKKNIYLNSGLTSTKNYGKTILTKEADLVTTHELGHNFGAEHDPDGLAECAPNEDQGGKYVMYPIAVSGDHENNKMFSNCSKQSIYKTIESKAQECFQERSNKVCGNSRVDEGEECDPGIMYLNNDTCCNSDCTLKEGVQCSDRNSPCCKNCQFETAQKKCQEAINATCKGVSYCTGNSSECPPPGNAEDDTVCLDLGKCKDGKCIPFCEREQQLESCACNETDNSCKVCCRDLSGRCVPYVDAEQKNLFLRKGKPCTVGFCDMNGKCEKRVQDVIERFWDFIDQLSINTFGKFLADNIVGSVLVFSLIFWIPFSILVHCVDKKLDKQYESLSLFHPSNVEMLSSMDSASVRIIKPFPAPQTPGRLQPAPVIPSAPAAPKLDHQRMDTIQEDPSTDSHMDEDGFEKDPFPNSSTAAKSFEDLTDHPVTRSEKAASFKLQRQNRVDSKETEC
The depositor's hits bear a star; nt = no result given.

SMILES | hgDAF12 agonist | HGIII-sPLA2 inh | DAX1 inh-1 | PLC-gamma1 inh | ADAM10 inh | ssDAF12 agonist | PLCb3 inh | DAX1 inh-2 | hcDAF12 agonist | FXN GAA850 act | ADAM17 inh
O=C1CN(C(=O)COC(=O)CCS(=O)(=O)c2ccccc2)c2ccccc2N1 | 6.7 | 4 | -0.5 | 0 | -11 | -1.3 | -5 | 0.9 | 0.5 | 0.6 | 1
COc1ccc(NC(=O)Nc2nnc(C(C)C)s2)cc1 | 7.1 | -12 | 1.5 | 0 | 2 | -0.8 | 1 | 0.2 | -0.3 | 3.5 | -2
CCCCOC(=O)Nc1ccc(S(=O)(=O)Nc2nccs2)cc1 | 2.3 | -10 | 0.2 | 0 | 4 | -1.0 | -3 | -2.0 | -1.3 | 2.6 | -1
COc1ccc(C/C(C)=N/NC(=O)c2ccncc2)cc1 | -1.1 | 4 | 0.2 | -2 | -7 | -1.4 | 0 | -0.1 | 1.5 | 1.5 | -4
CC1=CN2C(=N)/C(=C/c3ccc(C)o3)C(=O)N=C2S1 | 20* | -6 | 4.0* | -35 | -59 | 0.2 | -34 | 1.7 | 15* | 2.9 | -16
Cn1c(C(=O)N(Cc2ccccc2)Cc2cccs2)cc2sccc21 | 1.3 | -8 | 0.1 | 0 | 8 | -1.1 | -1 | 0.8 | 0.1 | 3.1 | -1
COc1ccc(C(=O)N2CCN=C2c2ccccc2)cc1OC | -1.6 | 2 | -0.5 | 6 | -3 | -1.1 | -1 | 0.8 | -1.1 | 3.2 | -6
Cc1cc(O)cc(=O)n1-c1cc(F)c(F)c(F)c1 | 1.1 | 5 | 0.4 | 1 | -11 | 0.3 | -2 | nt | 0.3 | nt | -5
COc1cc(OC)cc(C(=O)NNC(=O)CCc2nc3ccccc3c(=O)[nH]2)c1 | 1.6 | 3 | 0.9 | -2 | -7 | -0.4 | 0 | 0.6 | 0.5 | -0.1 | -1
CN(c1ccccc1)S(=O)(=O)c1cccc(C(=O)NCc2ccccc2)c1 | -2.9 | -4 | 0.0 | 0 | -4 | -1.7 | -8 | -0.7 | -1.4 | -0.6 | -3
CN(C)C(=O)c1cc2c(c(-c3cccc(C4=CCCCC4)c3)n1)[C@@H](CCO)N(S(=O)C(C)(C)C)C2 (stereo partly specified) | -2.1 | 14 | -0.7 | -29 | -26 | -1.1 | -43 | nt | -0.7 | nt | -10
Cc1ccc(NC(=O)C2C3C=CC4(O3)C2C(=O)N(CCN2CCOCC2)C4C(=O)NC2CCCCC2)cc1C (stereo unspecified) | -1.4 | -3 | -0.5 | 3 | 6 | -0.7 | -4 | -0.2 | 2.1 | 0.5 | 1
CC1(C(=O)NS(=O)(=O)c2cccs2)CCN1C(=O)C1(c2ccccc2)CCCC1 (stereo unspecified) | 0.9 | -4 | 1.0 | 0 | -13 | -0.9 | 3 | nt | 0.3 | 1.7 | -5
COc1cccc(C2=NOC(C(=O)Nc3ccc4c(c3)OCO4)C2)c1OC (stereo unspecified) | 1.2 | 3 | -0.1 | 1 | -7 | -0.6 | -9 | -1.1 | 1.1 | 0.0 | 0
C=CCSc1nc2ccccc2n1Cc1nnc(-c2cccs2)o1 | -2.1 | 0 | -0.3 | -19 | -66 | -1.6 | -44 | -1.9 | 0.9 | 2.3 | -15
Nc1c(Cl)ncnc1N/N=C/c1ccncc1 | -0.6 | 11 | 0.8 | -7 | -11 | -0.8 | -22 | nt | 1.9 | 0.3 | 1
O=C(N1CCN(c2ccccn2)CC1)C(Cl)(Cl)Cl | 2.8 | 8 | -0.4 | 9 | 9 | -0.6 | 4 | 0.6 | -1.3 | 2.2 | 5
O=C(Nc1cccc(Cl)c1)Nc1nnc([C@H]2C[C@H](O)[C@@H](CO)O2)s1 | 9.0 | -6 | 0.7 | -3 | -8 | -0.3 | 0 | nt | 0.6 | 3.8 | -3
Cc1ccccc1C(=O)NC(C(=O)Nc1nc2c(s1)CCCC2)C(C)C (stereo unspecified) | 1.5 | 1 | 0.0 | 1 | 0 | -1.3 | 3 | 0.2 | 0.1 | 1.8 | 1
Cc1ccc(NS(=O)(=O)c2cccc(C(=O)N3CCCCCC3)c2)cc1 | -1.1 | 0 | -0.2 | -1 | -4 | -1.4 | -4 | -0.6 | -0.7 | 0.1 | -4
COC(=O)c1ccc(N2CCCCC2)c(N)c1 | 6.0 | 9 | 3.7* | -34 | -6 | -1.4 | -55 | 1.1 | 1.5 | 3.7 | -8
CN1C(=O)c2ccccc2C(C(=O)NCc2ccco2)C1c1c[nH]c2ccccc12 (stereo unspecified) | -0.6 | -1 | -0.3 | 1 | 8 | -0.6 | 7 | -1.0 | 2.0 | -1.8 | 2
CCCC(=O)Nc1ccc(NC(=O)c2cccc(OC)c2)nc1 | 7.1 | 1 | 2.0 | 3 | 1 | -0.3 | 4 | 2.0 | 1.1 | 3.6 | -2
Cc1ccccc1-c1cc2nc(NCc3ccccc3)n(C)c(=O)c2s1 | 0.9 | -19 | -0.1 | 4 | 5 | -0.5 | 4 | nt | -1.8 | -1.0 | 7
C=CCn1c(SCC(N)=O)nnc1-c1ccc(C)cc1 | -0.5 | 10 | -0.1 | 2 | -9 | -1.4 | 1 | nt | -1.4 | nt | 0
Cc1ccc2oc(=O)c3cnn(CC(=O)N(CCCN4CCOCC4)Cc4ccco4)c3c2c1 | -2.5 | 2 | -0.8 | -1 | -7 | -0.9 | -4 | -0.1 | 3.7 | -0.8 | -1
NS(=O)(=O)c1ccc(CCNC(=O)C2CCN(C(=O)Nc3ccccc3)CC2)cc1 | 1.3 | 0 | -0.2 | 0 | -13 | -1.2 | 1 | 1.1 | -0.9 | 1.4 | -1
COc1ccc(OC)c(NC(=O)CCNS(=O)(=O)c2cc(Br)cnc2N)c1 | -1.1 | -3 | -0.2 | -1 | 3 | -1.1 | -5 | 0.4 | -0.3 | 2.2 | 0
CCC1CCCCN1S(=O)(=O)c1ccc(C(=O)N(CCCN(C)C)c2nc3cc4c(cc3s2)OCO4)cc1 (stereo unspecified) | -1.9 | -13 | 3.3 | 1 | 6 | -0.4 | 0 | 0.4 | -1.7 | -0.5 | 2
CCOC(=O)C1CCN(c2cc3c(cc2NC(=O)c2ccccc2Br)n(C)c(=O)n3C)CC1 | -1.6 | -1 | 0.1 | -55 | -14 | -0.9 | -86 | -0.4 | -1.6 | 2.4 | -7
Cc1cc(C(=O)OCC(=O)Nc2ccccc2Br)c(C)o1 | -1.7 | 2 | 0.9 | 4 | -7 | -1.3 | 2 | -1.4 | -1.0 | -0.8 | -2
COc1ccc(C)cc1NC(=O)C(=O)NNC(=O)c1ccco1 | 4.5 | 2 | -0.4 | -1 | 14 | -0.5 | -3 | 0.8 | -1.2 | -1.5 | 0
c1ccc(-c2cn(C[C@H]3CC[C@H](Cn4cc(-c5ccccn5)nn4)O3)nn2)nc1 | -0.2 | 5 | -0.4 | -1 | -9 | -1.3 | -1 | 1.2 | 0.8 | -0.4 | 0
COCCNC(=O)c1onc(CSc2ccncc2)c1C(=O)NCCOC | -1.6 | 3 | -0.5 | 2 | -2 | -1.7 | 3 | 1.1 | -0.8 | -0.9 | 0
Cc1ccc(OCCSc2nc(N)cc(N)n2)cc1 | 6.1 | -2 | 1.8 | -1 | -1 | -0.3 | -5 | 1.2 | -0.1 | 9.1* | 2
Cc1nn(C(C)C(=O)NCCCN2CCCCCC2)c(=O)c2c1sc1ccccc12 (stereo unspecified) | 0.4 | -8 | 0.0 | -6 | -23 | -0.7 | -18 | 0.7 | -0.8 | -0.3 | -6
CCOC(=O)[C@]12CCCCC/C=C\1N(Cc1ccc(OC)cc1)C(=O)[C@H]2CC(=O)NCc1cccc(C(F)(F)F)c1 | -1.1 | -13 | 0.1 | 1 | 21* | -1.7 | 3 | nt | -0.3 | nt | 11*
COc1ccc(NC(=O)CN2CCN(c3ccc(Cl)cc3)CC2)c(OC)c1 | -0.7 | 1 | -0.4 | -4 | 0 | -1.0 | -2 | -0.6 | 0.2 | -0.7 | 0
CN(C)C(CNC(=O)c1cccc(S(=O)(=O)NCc2ccccc2)c1)c1ccco1 (stereo unspecified) | 2.5 | -6 | -0.4 | -3 | -4 | -0.7 | -3 | 2.8 | -2.0 | 0.5 | -1
CCCn1nc(C(=O)NCCc2ccc(S(N)(=O)=O)cc2)c2ccccc2c1=O | -2.1 | 7 | -0.7 | 1 | -2 | -0.6 | 3 | -1.1 | -1.8 | 2.6 | -2
N#CC1(NC(=O)CN2CCN(S(=O)(=O)c3ccccc3F)CC2)CCCC1 | -0.3 | 7 | 0.5 | 1 | -4 | -0.5 | -6 | -1.4 | -2.7 | -1.3 | -4
CCCSc1ncc(Cl)c(C(=O)Nc2ccc(S(=O)(=O)N3CC(C)OC(C)C3)cc2)n1 (stereo unspecified) | -4.0 | -16 | -2.2 | 0 | 20* | -2.8 | -2 | -1.9 | -2.4 | -0.4 | 7
CCOC(=O)CNC(=O)N1C[C@H]2CON(C)[C@H]2C[C@H]1c1ccccc1Br | 5.5 | 16 | -0.2 | -2 | -11 | -0.6 | -1 | 0.2 | -1.0 | 0.1 | -3
Cc1ccc(C2(C)NC(=O)N(CC(=O)c3ccc4c(c3)OCCO4)C2=O)cc1 (stereo unspecified) | 0.6 | 8 | -0.6 | -36 | -15 | -1.3 | -14 | -0.5 | 0.9 | 1.2 | -2
CC1CCCCC1NC(=O)COC(=O)COc1ccccc1F (stereo unspecified) | 3.4 | 4 | -0.2 | -1 | -6 | -0.6 | -1 | 1.9 | 0.8 | -0.8 | -6
CNC(=O)NC(=O)COc1c(F)c(F)cc(F)c1F | 0.9 | 3 | 0.0 | 3 | -6 | -1.0 | -7 | -0.1 | 1.4 | 1.0 | -5

High-throughput results as filed in PubChem BioAssay.
